Compound activity: PubChem, National Center for Advancing Translational Sciences (NCATS)
Epigenetic reg: regulators of epigenetic silencing causing reporter derepression in mouse cells; Potency, µM (top dose mostly 53.9 µM), for the others: at the top dose GFP activation, hits mostly activators; hit rate 0.2% among 280,000; murine LDR cells, GFP reporter derepression, 30 h; further: potency means the concentration at half of the fitted maximal effect; % of control where 0% means no effect; nearly all actives have a fitted effect of over 60% in size
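Murine LDR cells bearing a silenced CMV-driven GFP reporter were exposed to compound for 30 h at 37 C. After PBS washes, GFP-positive cells (20-120 um objects) counted by laser-scanning microplate cytometry.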
GLA spleen mod: inhibits or activates alpha-galactosidase in human spleen homogenate; AID 2107; P06280; human spleen homogenate, 4MU-alpha-Gal fluorescence, 40 min; hit rate 0.008% among 240,000; Potency, µM (doses to about 80 µM), for the others: at the top dose activity change, negative = inhibition, usual class: inhibitors;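 further: potency means the concentration at half of the fitted maximal effect; 0% = enzyme with vehicle and -100% = no enzyme basal signal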
Target sequence (P06280 32-429 limits assumed): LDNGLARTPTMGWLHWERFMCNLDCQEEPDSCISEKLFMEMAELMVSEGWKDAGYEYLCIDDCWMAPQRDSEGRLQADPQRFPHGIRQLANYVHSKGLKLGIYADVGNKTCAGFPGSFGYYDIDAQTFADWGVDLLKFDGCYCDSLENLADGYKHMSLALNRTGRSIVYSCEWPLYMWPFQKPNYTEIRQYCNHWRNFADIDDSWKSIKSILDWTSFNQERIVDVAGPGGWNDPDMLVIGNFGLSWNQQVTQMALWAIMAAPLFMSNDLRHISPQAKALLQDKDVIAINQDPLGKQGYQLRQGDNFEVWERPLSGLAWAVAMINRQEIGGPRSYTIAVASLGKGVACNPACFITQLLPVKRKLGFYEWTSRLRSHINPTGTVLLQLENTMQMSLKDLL
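Spleen homogenate 1 ug + cpd (titration) + 4-MU-alpha-D-galactopyranoside 1 mM; 37C 40 min; 50 mM citrate/phosphate pH 5.0, 0.01% Tween-20; stop pH 10; fluorescence 365/440; AC50 via Hill.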
LMNA splice mod: modulators of lamin A splicing; HeLa LMNA splicing GFP/RFP minigene ratio, 48 h; Potency, µM (titrated, usually from 46.1 µM), for the others: at the highest dose ratio change, negative = inhibition, most hits filed as inhibitors; hit rate 0.01% among 200,000; AID 1487; active means well fitted inhibition curve with a large enough effect in the signal ratio, with a control signal flat, not every such curve was filed as active; inconclusive means small, poorly fitted or top-dose-only effect, or effect the other way, or a change in a side signal; the % refers to the signal ratio; further: potency means the concentration at half of the fitted maximal effect; on the % scale 0 is the no-effect control and ±100 the full control effect
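S3 HeLa cells stably expressing lamin A-EGFP splicing minigene plus DsRed2, 600 cells/well, 48 h compound exposure at 37C. Laser-scanning cytometry; analysed as GFP (500-530 nm)/RFP (575-640 nm) total intensity ratio; 0.5% DMSO vehicle.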
NPSR antag: neuropeptide S receptor (human) antagonism, cAMP | Q6W5P4 | CHO-NPSR cells, cAMP TR-FRET, antagonist mode | Potency, µM (doses to about 38.3 µM), for inactives: at the top dose activity change, negative = inhibition, actives largely listed as inhibitors | hit rate 1% among 220,000; further: potency means the concentration at half of the fitted maximal effect; on the % scale 0 is the no-effect control and ±100 the full control effect; nearly all actives have a fitted effect of over 50% in size; many of its hits are not listed in these tables
CBFb-RUNX1 inh: inhibitors of human CBF-beta and RUNX1 interaction. 230,000 tested, under 10 active. AlphaScreen CBFb-His/RUNX1-biotin binding, biochemical. Q01196+Q13951. Potency, µM (titrated, usually from 59.8 µM), without a hit: at the top dose activity, negative = inhibition, hits mostly inhibitors; further: % of control where 0% means no effect
Target sequence (Q01196 whole entry, looked up): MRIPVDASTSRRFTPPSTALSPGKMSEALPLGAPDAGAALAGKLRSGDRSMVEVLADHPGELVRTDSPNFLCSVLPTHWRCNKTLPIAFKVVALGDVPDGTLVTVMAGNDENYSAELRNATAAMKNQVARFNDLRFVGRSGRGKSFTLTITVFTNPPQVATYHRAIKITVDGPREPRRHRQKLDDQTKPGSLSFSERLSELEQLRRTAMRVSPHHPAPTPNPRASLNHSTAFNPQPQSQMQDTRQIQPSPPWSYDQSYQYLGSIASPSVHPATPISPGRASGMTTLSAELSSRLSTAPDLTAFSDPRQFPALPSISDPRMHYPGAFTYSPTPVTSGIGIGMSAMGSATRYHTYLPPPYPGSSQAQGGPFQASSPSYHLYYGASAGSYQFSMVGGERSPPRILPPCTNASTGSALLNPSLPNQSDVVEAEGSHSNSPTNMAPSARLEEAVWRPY
Target sequence (Q13951 whole entry, looked up): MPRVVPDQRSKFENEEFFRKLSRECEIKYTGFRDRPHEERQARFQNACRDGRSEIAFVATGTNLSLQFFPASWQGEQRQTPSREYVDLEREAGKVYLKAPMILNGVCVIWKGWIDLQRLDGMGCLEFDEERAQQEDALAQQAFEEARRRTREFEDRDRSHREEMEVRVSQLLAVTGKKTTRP
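Bead-based AlphaScreen assay; binding partners His-tagged CBF-beta and biotinylated RUNX1 at 30 nM each. Compound exposure 15 min after a 20-min protein preincubation; bead step 90 min; all steps at room temperature.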
IMPase Li cell: IMPase inhibition in cells with lithium potentiation; CHO-M1 cells, IP1 TR-FRET (IP-One), carbachol + lithium; hit rate 0.35% among 210,000; Potency, µM (series often up to 59.4 µM), for the others: at the highest dose activity, negative = IMPase inhibition, usual class: inhibitors;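 further: IP1 builds up when IMPase is blocked and the TR-FRET signal falls; potency means the concentration at half of the fitted maximal effect; plate controls were basal vehicle for no effect and high inhibitor control for full effect; nearly all actives have a fitted effect of over 50% in size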
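Steps: plate 2000 CHO-M1 cells per well and culture 16–30 h; add compound and lithium; incubate 30 min, 37C; add d2-IP1 tracer and Eu cryptate anti-IP1 antibody in lysis buffer; read after 10 min at room temperature.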
Luc counter: counter-screen: inhibitors of Kinase-Glo firefly luciferase; Q27757; Kinase-Glo luciferase, ATP luminescence, 8 min; Potency, µM (series often up to 38.3 µM), for inactives: top-dose activity change, negative = inhibition, most hits filed as inhibitors; hit rate 0.28% among 200,000; further: potency means the concentration at half of the fitted maximal effect; on the % scale 0 is the no-effect control and ±100 the full control effect; nearly all actives have a fitted effect of over 60% in size
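Light output from Kinase-Glo luciferase with luciferin and 10 uM ATP in 50 mM imidazole pH 7.2, KCl, MgCl2, Tween 20, BSA; compound pin-delivered, 8-min ambient incubation, then luminescence read.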
An asterisk follows results filed as active; & = joins results of further samples; [ ] = another dose, or the depositor's remark. Unless noted, the call rests on the fitted dose curve; in most records, active means well fitted curve in the direction sought with a large enough effect; inconclusive means small, poorly fitted or top-dose-only effect, or another doubt; inactive means no such curve, though single readings can be large; an effect the other way counts as inactive or inconclusive.

Sample of the layout, 3 compounds:
For Cc1cc(=O)[nH]c(SCC(=O)c2ccc(C(C)C)cc2)n1 the results were Epigenetic reg -0.2%, GLA spleen mod -1%, LMNA splice mod inconclusive, NPSR antag 5%[46.1 µM], CBFb-RUNX1 inh -3%, IMPase Li cell -5%[38.3 µM] and Luc counter 9%.
`O=C(CN=C1NS(=O)(=O)c2ccccc21)OCC(=O)c1ccccc1` gave Epigenetic reg 0.1%, GLA spleen mod 1%, NPSR antag 5% and CBFb-RUNX1 inh 7%.
CC1(C)SCC2C(=O)N3C(CSC3(C)C)C(=O)N21 (centres undefined) was read as Epigenetic reg 0.7%, GLA spleen mod 2%, LMNA splice mod 1%, NPSR antag 1%[46.1 µM], CBFb-RUNX1 inh -1%, IMPase Li cell 6%[38.3 µM] and Luc counter 4%.

The listing (from the top)
For Cc1cc(=O)[nH]c(SCC(=O)c2ccc(C(C)C)cc2)n1 the results were Epigenetic reg -0.2%, GLA spleen mod -1%, LMNA splice mod inconclusive, NPSR antag 5%[46.1 µM], CBFb-RUNX1 inh -3%, IMPase Li cell -5%[38.3 µM] and Luc counter 9%.
`O=C(CN=C1NS(=O)(=O)c2ccccc21)OCC(=O)c1ccccc1` gave Epigenetic reg 0.1%, GLA spleen mod 1%, NPSR antag 5% and CBFb-RUNX1 inh 7%.
CC1(C)SCC2C(=O)N3C(CSC3(C)C)C(=O)N21 (centres undefined) was read as Epigenetic reg 0.7%, GLA spleen mod 2%, LMNA splice mod 1%, NPSR antag 1%[46.1 µM], CBFb-RUNX1 inh -1%, IMPase Li cell 6%[38.3 µM] and Luc counter 4%.
Screening O=C(c1ccc2c(c1)OCO2)N1CCOCC1 returned Epigenetic reg -0.8%, GLA spleen mod 1%, LMNA splice mod 6%, NPSR antag 0%[46.1 µM], CBFb-RUNX1 inh 1%, IMPase Li cell 0% and Luc counter 0%.
O=C(CCCCCCCC(=O)NNC(=O)Nc1ccccc1)NNC(=O)Nc1ccccc1 was read as Epigenetic reg 0.0%, GLA spleen mod -1%, LMNA splice mod -7%, NPSR antag 21%, CBFb-RUNX1 inh -5%, IMPase Li cell -6% and Luc counter -1%.
Screening Cc1onc(-c2ccccc2)c1-c1ccnn1S(=O)(=O)c1ccc(Cl)cc1 returned Epigenetic reg -2.4%, GLA spleen mod 4%, NPSR antag inconclusive and CBFb-RUNX1 inh inconclusive.
`CCCCCC(=O)NC(=S)NNC(=O)c1ccc([N+](=O)[O-])cc1` gave Epigenetic reg 1.0%, GLA spleen mod 5%, LMNA splice mod inconclusive, NPSR antag 11%, CBFb-RUNX1 inh -3%, IMPase Li cell -1% and Luc counter -2%.
`COc1ccccc1Nc1nc(N)nc(CCl)n1` gave Epigenetic reg -1.0%, GLA spleen mod 16%, NPSR antag -27% and CBFb-RUNX1 inh 30%.
`COc1ccc(CSc2nncn2N)cc1Br` gave Epigenetic reg -3.2%, GLA spleen mod 2%, LMNA splice mod 2%, NPSR antag 2%[46.1 µM] and CBFb-RUNX1 inh 5%.
O=C1c2ccc(Oc3ccc([N+](=O)[O-])cc3)cc2C(=O)N1c1ccncc1 was read as Epigenetic reg -2.2%, GLA spleen mod 1%, LMNA splice mod 17%[46 µM], NPSR antag -1%, CBFb-RUNX1 inh -8%, IMPase Li cell 5% and Luc counter -2%.
For O=C(C(F)C(F)(F)F)N1CCN(c2ccccc2)CC1 (centres undefined) the results were Epigenetic reg 2.0%, GLA spleen mod -8%, LMNA splice mod 0%, NPSR antag -9%[46.1 µM], CBFb-RUNX1 inh -1%, IMPase Li cell -1%[38.3 µM] and Luc counter 1%.
CC1=NN(C(=S)Nc2ccccc2)C(C)(C)C1 was read as Epigenetic reg 1.1%, GLA spleen mod 14%, NPSR antag -29%, CBFb-RUNX1 inh 0%, IMPase Li cell -1% and Luc counter -3%.
Cc1ccc(NC(=O)COC(=O)Cn2cnc3c2c(=O)n(C)c(=O)n3C)cc1Cl was read as Epigenetic reg 0.1%, GLA spleen mod 3%, NPSR antag 5%, CBFb-RUNX1 inh 0%, IMPase Li cell 0% and Luc counter 0%.
Screening COc1ccc(-c2nc(CN(Cc3cnn(C)c3)C(C)C)c(C)o2)c(OC)c1 returned Epigenetic reg 2.1%, GLA spleen mod 2%, LMNA splice mod 7%[46 µM], NPSR antag -11%, CBFb-RUNX1 inh 4%, IMPase Li cell 2% and Luc counter -1%.
`O=C(COc1ccccc1Cl)NC(=S)N1CCc2ccccc21` gave Epigenetic reg 2.8%, GLA spleen mod -10%, LMNA splice mod 6%, NPSR antag 2%[46.1 µM], CBFb-RUNX1 inh -12%, IMPase Li cell 1%[38.3 µM] and Luc counter -8%.
O=C(O)C1CCN(S(=O)(=O)c2ccc3c(c2)OCCCO3)CC1 was read as Epigenetic reg -0.1%, GLA spleen mod 6%, LMNA splice mod -4%[46 µM], NPSR antag 5%, CBFb-RUNX1 inh 2%, IMPase Li cell -5% and Luc counter 3%.
`CC(=O)C1=C(C)NC(SCC(=O)c2ccc(F)cc2)=C(C#N)C1CC(C)C` (centres undefined) gave Epigenetic reg -1.0%, GLA spleen mod 8%, LMNA splice mod 4%, NPSR antag -42%, CBFb-RUNX1 inh -14%, IMPase Li cell -16% and Luc counter 2%.
For Nc1nc(C2CCCN2S(=O)(=O)c2ccc(Cl)cc2)cs1 (centres undefined) the results were Epigenetic reg 0.0%, GLA spleen mod -2%, LMNA splice mod -15%, NPSR antag -8%[46.1 µM], CBFb-RUNX1 inh -4%, IMPase Li cell 18%[38.3 µM] and Luc counter -1%.
Screening O=C(/C=C/NCc1cccnc1)C(F)(F)C(F)(F)F returned Epigenetic reg 2.6%, GLA spleen mod 9%, LMNA splice mod inconclusive, NPSR antag 5%, CBFb-RUNX1 inh 10%, IMPase Li cell 5% and Luc counter -5%.
`O=S(=O)(c1cnc[nH]1)N1CCCCCC1` gave Epigenetic reg 0.0%, GLA spleen mod -5%, LMNA splice mod 2%, NPSR antag -5%[46.1 µM], CBFb-RUNX1 inh 3%, IMPase Li cell 13%[38.3 µM] and Luc counter 1%.
Screening COc1cccc(C(=O)NCC(=O)OCC(=O)c2ccccc2)c1 returned Epigenetic reg 0.0%, GLA spleen mod -3%, LMNA splice mod 1%, NPSR antag 13%, CBFb-RUNX1 inh 0%, IMPase Li cell 2% and Luc counter 4%.
`Cc1ccc(-c2c3c(=O)n(C)c(=O)n(C)c3cn2Cc2cccnc2)cc1` gave Epigenetic reg 0.4%, GLA spleen mod 0%, LMNA splice mod inconclusive, NPSR antag -12%[46.1 µM], CBFb-RUNX1 inh 1%, IMPase Li cell -7%[38.3 µM] and Luc counter 0%.
`Cc1cccc(NC(=S)NC(NC(=O)OCc2ccccc2)C(Cl)(Cl)Cl)c1` (centres undefined) gave Epigenetic reg 1.0%, GLA spleen mod -9%, LMNA splice mod inconclusive, NPSR antag -17%[46.1 µM], CBFb-RUNX1 inh 0%, IMPase Li cell 0%[38.3 µM] and Luc counter 0%.
Screening CCOC(=O)C1CCCN(C(=O)C2CCN(S(=O)(=O)CC)CC2)C1 (centres undefined) returned Epigenetic reg -1.1%, GLA spleen mod 7%, LMNA splice mod 7%, NPSR antag 0%[46.1 µM], CBFb-RUNX1 inh -1%, IMPase Li cell -3%[38.3 µM] and Luc counter -1%.
`Cc1cc(C)c(S(=O)(=O)N2CCCOC2CNC(=O)C(=O)NCCC2=CCCCC2)c(C)c1` (centres undefined) gave Epigenetic reg 0.0%, GLA spleen mod -7%, LMNA splice mod inconclusive, NPSR antag -12%, CBFb-RUNX1 inh 17%, IMPase Li cell 0% and Luc counter -2%.
Screening Cc1cc(C)c(NC(=O)C2=CCN(S(=O)(=O)c3ccc(F)cc3)CC2)c(C)c1 returned Epigenetic reg -1.0%, GLA spleen mod 2%, LMNA splice mod -12%, NPSR antag 5%, CBFb-RUNX1 inh 2%[2.36 µM], IMPase Li cell 3% and Luc counter -2%.
For Cc1cc(-c2ccccc2)c2c(=O)[nH][nH]c2n1 the results were Epigenetic reg -0.9%, GLA spleen mod 9%, LMNA splice mod 9%, NPSR antag 9%, CBFb-RUNX1 inh 2%, IMPase Li cell 2% and Luc counter -7%.
C=CCC1(c2ccccc2)Oc2ccccc2-c2nc3cc(Cl)c(Cl)cc3nc21 (centres undefined) was read as Epigenetic reg 1.1%&1.1%[10.1 µM], GLA spleen mod -5%&2%[17.5 µM] and CBFb-RUNX1 inh 6%&12%[13.1 µM].
Screening O=C(Cn1c(COc2ccccc2)nc2ccccc21)Nc1cc(Cl)cc(Cl)c1 returned Epigenetic reg 2.2%, GLA spleen mod 0%, LMNA splice mod -12%, NPSR antag -17%, CBFb-RUNX1 inh 6%, IMPase Li cell 6% and Luc counter -2%.
Screening Cc1cccc(N2N=C(C(=O)Nc3nc(C)cs3)CCC2=O)c1 returned Epigenetic reg 0.2%, GLA spleen mod -11%, LMNA splice mod 18%[46 µM], NPSR antag -15%, CBFb-RUNX1 inh -13%, IMPase Li cell 3% and Luc counter 1%.
Screening Cc1ccccc1NC(=O)CSc1nc2ccccc2o1 returned Epigenetic reg -4.2%, GLA spleen mod 5%, LMNA splice mod -2%, NPSR antag -1%[46.1 µM], CBFb-RUNX1 inh 2%, IMPase Li cell 39%[38.3 µM] and Luc counter -1%.
O=[N+]([O-])c1ccc(S(=O)(=O)CC(CN2CCCCC2)N2CCCCC2)cc1 (centres undefined) was read as Epigenetic reg 1.1%, GLA spleen mod -10%, NPSR antag 24%, CBFb-RUNX1 inh 9%, IMPase Li cell 14% and Luc counter 1%.
For CC(C)(C)Nc1ncnc2c1cnn2-c1ccccc1 the results were Epigenetic reg 0.9%, GLA spleen mod 1%, LMNA splice mod inconclusive, NPSR antag -8%[46.1 µM], CBFb-RUNX1 inh 18%, IMPase Li cell 17%[38.3 µM] and Luc counter -1%.
`CCO[C@@H]1OC(C(=O)N2CCOCC2)=C[C@H](C)[C@H]1CCCO` gave Epigenetic reg 6.0%, GLA spleen mod 4%, NPSR antag -33%, CBFb-RUNX1 inh 6% and IMPase Li cell 0%.
For NC(=O)c1cc(S(=O)(=O)Nc2cccc(F)c2)co1 the results were Epigenetic reg 0.0%, GLA spleen mod -1%, LMNA splice mod -1%, NPSR antag 3%[46.1 µM], CBFb-RUNX1 inh 3%, IMPase Li cell 6%[38.3 µM] and Luc counter -1%.

Some of the compounds tested. The share of hits here may be higher or lower than overall.
